GLD-1 TGE inh – GLD-1-TGE RNA interaction inhibition (C. elegans) | inhibition, % at 5.96 µM | purified GLD-1 + fluorescein TGE RNA, fluorescence polarization | 320,000 compounds, 0.44% hits;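 active means percent inhibition above a per-plate cutoff, the plate mean of test compounds plus 3 SD, cut at about 30% in these data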;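 further: 0% = DMSO wells with GLD-1 and probe and 100% = wells lacking GLD-1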
Fam108B inh – blocks mouse Fam108B hydrolase in RBBP9 counter-screen; recombinant Fam108B, FP-Rh probe fluorescence polarization; inhibition, % at 9.51 µM; 300,000 compounds, 0.33% hits; AID 1947;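 active means inhibition above the screen mean inhibition plus 3 SD, computed separately per campaign, cut at about 18% in these data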;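 further: inhibitors lower polarization as less probe binds the enzyme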
MCL1-BIM inh – disrupts human MCL1 binding to BIM-BH3 peptide; Q07820; GST-MCL1 / FITC-Bim-BH3 fluorescence polarization; inhibition, % at 10.9 µM; 320,000 compounds, 0.68% hits; AID 2057;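 active means inhibition above the mean inhibition of all tested compounds plus 3 SD, set per campaign, cut at about 40% in these data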;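 further: 0% = DMSO wells and 100% = unlabeled Bim-BH3 peptide control; higher means more loss of mP so more displacement of Bim peptide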
AGP1 TOR yeast – alters AGP1-GFP fluorescence in TOR pathway yeast screen | S. cerevisiae AGP1-GFP multiplex flow cytometry, 3 h; GFP as percent of DMSO wells | GFP response vs DMSO, % at 10 µM | 320,000 compounds, 0.02% hits | AID 2066;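 active means GFP response relative to DMSO above a set limit, near screen average plus 3 SD, cut at about 150% in these data; inconclusive means fewer than 70 cells counted for the yeast strain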;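 further: median GFP channel fluorescence of the gated AGP1 strain per well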
GRK2 inh – blocks RNA aptamer binding to human GRK2; 330,000 compounds, 0.59% hits; AID 488847; bead flow cytometry, FAM-aptamer displacement from GRK2; inhibition of aptamer binding, % at 10 µM; P25098;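 active means inhibition of aptamer binding above 40%, roughly 3 SD of noise, on plates passing a quality check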;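 further: median bead fluorescence of bound FAM aptamer so fluorescent compounds give negative values; no value below 0 was filed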
MEX-5 binding – C. elegans MEX-5 TCR-2 RNA binding activity | Q9XUB2 | MEX-5/FITC-TCR2 RNA binding, fluorescence polarization; stronger effect = lower value | activity score (negative = inhibition of binding), % at 10 µM | 300,000 compounds, 0.38% hits;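 active means inhibition past about -25% in most replicates, and total fluorescence under double the plate's negative control median, limit read from the data; inconclusive means replicates evenly split on the limit, or fluorescence at least double controls; inactive means too little inhibition in most replicates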;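 further: 0% = DMSO and -100% = 5 µM competing unlabeled TCR2 RNA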
Target sequence (Q9XUB2 whole entry, looked up): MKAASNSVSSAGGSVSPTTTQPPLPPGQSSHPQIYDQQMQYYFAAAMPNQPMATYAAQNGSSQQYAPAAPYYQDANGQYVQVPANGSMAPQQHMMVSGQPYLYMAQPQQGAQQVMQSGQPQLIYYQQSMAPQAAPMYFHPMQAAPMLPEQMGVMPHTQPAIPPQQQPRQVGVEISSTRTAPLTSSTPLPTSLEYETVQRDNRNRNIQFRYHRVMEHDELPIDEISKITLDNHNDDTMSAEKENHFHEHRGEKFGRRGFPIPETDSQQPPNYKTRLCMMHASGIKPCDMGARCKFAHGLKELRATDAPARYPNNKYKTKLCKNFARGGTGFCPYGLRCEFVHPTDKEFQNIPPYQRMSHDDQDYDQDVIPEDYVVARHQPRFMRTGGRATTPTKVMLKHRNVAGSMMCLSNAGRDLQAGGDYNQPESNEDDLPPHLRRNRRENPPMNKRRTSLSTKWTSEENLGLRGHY
CIT2-GFP yeast – yeast TOR pathway CIT2-GFP modulation; GFP response vs DMSO, % at 10 µM; S. cerevisiae CIT2-GFP strain, flow cytometry, 3 h; 100 means same as DMSO wells; 320,000 compounds, 0.065% hits;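 active means GFP response relative to DMSO above a set limit, near the screen mean plus 3 SD, cut at about 150% in these data; inconclusive means Fewer than 70 cells measured for a yeast strain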;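 further: ratio of well median GFP fluorescence to mean of DMSO wells on the plate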
BCLXL inh – Bcl-xL (human) inhibition. 320,000 compounds, 0.7% hits. inhibition, % at 10.9 µM. GST-Bcl-xL / FITC-Bim BH3 peptide fluorescence polarization. AID 2129;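 active means inhibition above the mean of all tested compounds plus 3 SD, cutoff set per campaign, cut at about 30% in these data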;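 further: 0% = DMSO wells and 100% = unlabeled Bim-BH3 peptide competitor; inhibitors lower millipolarization by displacing the labeled peptide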
Target sequence (Q07817 whole entry, looked up): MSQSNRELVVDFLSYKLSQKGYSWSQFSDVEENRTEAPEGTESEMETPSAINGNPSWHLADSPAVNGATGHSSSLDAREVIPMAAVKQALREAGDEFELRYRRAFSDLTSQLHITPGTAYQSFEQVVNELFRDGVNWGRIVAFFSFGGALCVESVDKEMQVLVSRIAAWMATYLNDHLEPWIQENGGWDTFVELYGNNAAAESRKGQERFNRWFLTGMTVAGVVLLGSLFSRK
VLA-4 inh – inhibition in a human VLA-4 binding assay; inhibition, % (about 7 µM as worked out from the volumes in the protocol); P13612; 330,000 compounds, 0.2% hits; VLA-4 expressing cells, ligand binding flow cytometry; in the data active means inhibition above about 50%
An asterisk follows results filed as active; ? = inconclusive; · = not tested or not shown; [ ] = dose if it differs, or a comment.

Values in the order: GLD-1 TGE inh, Fam108B inh, MCL1-BIM inh, AGP1 TOR yeast, GRK2 inh, MEX-5 binding, CIT2-GFP yeast, BCLXL inh, VLA-4 inh
> CCS(=O)(=O)N1CCN(C(=O)COc2ccc(-c3ccccc3)cc2)CC1
→ 5, 3, 2, 92, 0, -2.8, 93, 7, -2
> COc1cccc(C(=O)NC(=S)Nc2ccc(N3CCCC3)cc2)c1
→ 0, 0, 2, 107, 0, 0.7, 101, 3, 9
> CC1OC(Oc2ccc3ccc(=O)oc3c2-c2c(O)ccc3cc(Oc4ccc5ccc(=O)oc5c4)c(=O)oc23)C(O)C(O)C1O (centres undefined)
→ 4, -1, 1, 88, 0, -1.2, 81, -1, -2
> O=C(CN1C2=NCCN2c2ccccc21)c1ccc(Br)s1
→ -1, -3, -3, 100, 0, -0.1, 111, 1, 6
> Nn1c(SCC(=O)Nc2ccc(N3CCOCC3)cc2)nnc1-c1ccccc1F
→ -1, ·, 8, 100, 1, ·, 106, 3, 13
> CSCC[C@@H](C(=O)NCc1cccs1)N1Cc2ccccc2C1=O
→ -1, -7, -16, 94, 5, -0.6, 98, -13, 9
> C#CC(=O)N(c1cccc(OC)c1)C(C(=O)NC1CCCC1)c1cccs1 (centres undefined)
→ 3, -3, 0, 105, 3, -0.1, 103, 2, 26
> CCC(C)[C@H](NC(=O)c1cc2cc(Cl)ccc2n1C)C(=O)N1CCC(C(=O)O)CC1 (some centres undefined)
→ 0, 3, 7, 99, 0, -1.1, 98, 6, -3
> COc1cccc(N2CC(C(=O)Nc3nnc(SCC(=O)NCC4CCCO4)s3)CC2=O)c1 (centres undefined)
→ 2, 5, 10, 105[may fluoresce green], 0, 0.9, 91[may fluoresce green], 9, 0
> O=C(NCc1ccc(F)cc1)c1ccc(CNc2c(N3CCOCC3)c(=O)c2=O)cc1
→ 2, 1, -2, 101, 0, 0.8, 92, 3, 7
> CCCC(=O)Nc1ccc(C(N)=O)cc1
→ -7, 4, 2, 101, 2, 2.0, 102, -1, -1
> O=C1NC(O)(c2ccccc2)Oc2ccccc21 (centres undefined)
→ -3, 3, 4, 84, 2, -3.0, 93, 3, 13
> COc1ccccc1OCC(=O)N/N=C1\CCc2ccccc21
→ 8, 5, 4, 93, 5, -1.3, 95, 4, -9
> CCSc1nnc(-c2cc(Br)ccc2N=Cc2c(C)[nH]n(-c3ccccc3)c2=O)c(=O)[nH]1
→ 7, 3, 8, 100, 5, -2.8, 97, 11, 4
> CCn1c(NC(=O)C2CCCCC2)nc2ccccc21
→ -2, 4, 0, 96, 1, 0.8, 99, 1, 3
> CCOC(=O)c1c(NC(=O)c2ccco2)n(C2CCCCC2)c2nc3ccccc3nc12
→ 4, 5, 2, 84, 4, -1.2, 82, 4, -42
> Cc1cc(C)cc(OCC(=O)OCc2cc([N+](=O)[O-])cc3c2OCOC3)c1
→ 2, ·, ·, 104, 3, ·, 108, ·, 0
> CCOC(=O)C(CC)(CC)C(=O)/C=C/c1ccc(Br)cc1
→ 3, -5, -6, 101, 0, 3.4, 98, -7, 90*
> COc1ccc(-c2csc(N(CCCN(C)C)C(=O)c3ccccc3Cl)n2)cc1
→ 6, 3, 4, 102, 0, 0.6, 105, -1, 20
> N#CCCN(Cc1cccnc1)C(=O)Nc1ccc(Cl)c(Cl)c1
→ 3, 2, 5, 103, 0, -1.0, 101, 8, -11
> CC(=O)Nc1c(-c2ccccc2)nc2ncccn12
→ 3, 0, 9, 101, 7, 0.2, 103, 1, -20
> COc1ccccc1/C=N/NC(=O)c1ccc(C)nc1
→ 6, -2, 9, 107, 0, -0.8, 100, 3, 2
> O=C(NCc1ccco1)C(=O)NCC1OCCN1S(=O)(=O)c1ccc(Cl)cc1 (centres undefined)
→ -8, 0, 4, 95, 0, -0.5, 93, 3, -5
> Cc1[nH]n(-c2ccc([N+](=O)[O-])cc2)c(=O)c1C=NCCc1ccc(S(N)(=O)=O)cc1
→ 3, -5, -7, 96, 0, -1.5, 87, -2, 12
> O=C(COC(=O)c1ccc(-c2ccc([N+](=O)[O-])cc2)o1)NC(=O)NC1CCCCC1
→ 7, -1, -8, 95, 9, -0.4, 97, 4, -9
> CCc1ccc([C@@H]2C[C@H]3CN(Cc4ccccc4OC)C(=O)[C@]34CCCN24)cc1
→ -13, -2, 4, 102, 0, 1.8, 95, 3, -2
> Cc1ccc(Cl)c(OC(=O)c2nn(C(C)C)c(=O)c3ccccc23)c1
→ -5, -5, 6, 100, 2, 0.2, 88, 1, 11
> CCC[C@@H]1C[C@@H](C(=O)N[C@@H](C2O[C@H](SC)[C@H](O)[C@@H](O)[C@H]2O)[C@H](C)Cl)N(C)C1 (some centres undefined)
→ 2, 4, 2, 94, 0, -1.4, 88, 9, 10
> O=C(CCN1C(=O)C2CCCCC2C1=O)N1CCN(S(=O)(=O)c2c(F)cccc2F)CC1 (centres undefined)
→ 11, 5, 2, 106, 13, 0.8, 110, -2, -10
> O=C(O)c1c[nH]c2ccc(S(=O)(=O)N3CCOCC3)cc12
→ -2, 4, -3, ?, 0, -1.3, ?, 1, -31
> CC(C)(C)c1ccc(NC(=O)c2cc[n+]([O-])cc2)cc1
→ 4, -2, -3, 100, 0, 0.9, 104, 1, 10
> Cc1cc(=O)oc2cc(OC(C)C(=O)NCC3CCCO3)ccc12 (centres undefined)
→ 3, 1, 3, 99, 5, 2.2, 91, 10, -2
> COC(=O)c1nc2n(n1)C(c1ccc(OC)c(OC)c1OC)C1=C(CCCC1=O)N2 (centres undefined)
→ 13, 1, 6, 99, 1, 1.3, 99, 2, -5
> COc1ccccc1CN1CCNC(=O)C1CC(=O)NCc1c(C)n[nH]c1C (centres undefined)
→ 12, -1, 10, 104, 0, -0.3, 104, 13, 11
> CC(CCc1ccccc1)NC(=O)C1CCN(C(=O)c2sccc2-n2cccc2)CC1 (centres undefined)
→ 2, -4, -3, 96, 1, 1.6, 98, 72*, -1
> COc1ccc(-c2cn[nH]c2-c2ccc(O)cc2O)cc1OC
→ -2, 3, 3, 96, 0, -8.3, 99, 3, 4
> CCOC(=O)N1CCN(C2=Nc3cccc4cccc2c34)CC1
→ 49*, 2, 39, 113, 28, ?, 103, 39*, -2
> CC1(C)OC(=O)C(C(c2ccccc2)C(C#N)C(N)=O)=C(O)O1 (centres undefined)
→ 6, -1, 9, 94, 2, -1.8, 96, 3, 4
> COc1ccc(NC2CCCN(C(=O)CCCN3CCCCC3=O)C2)cc1 (centres undefined)
→ 1, -3, 5, 92, 2, -0.5, 95, 6, 7
> O=C(Cn1cc2c(n1)CCCC2)NCCc1ccccc1
→ 3, 1, 9, 99, 2, -0.6, 96, 1, 12
> Cc1cc(NC(=O)C2C3C(=O)N(Cc4ccc(Cl)cc4)C(C(=O)NC4CCCCC4)C34C=CC2(C)O4)no1 (centres undefined)
→ -11, 3, 1, 97, 2, -1.3, 103, 1, -2
> Cc1ccc(C)c(S(=O)(=O)NCc2ccc(C(=O)N3CCN(c4ccccc4)CC3)cc2)c1
→ 6, -3, 5, 100, 3, 0.5, 100, 3, -5
> Cc1ccccc1CN1C[C@@H]2C[C@@H](c3cn[nH]c3-c3ccccc3)N3CCC[C@@]23C1=O
→ -4, 1, -2, 99, 0, -0.2, 90, -2, 5
> N#Cc1cc(NCC2CCCO2)c([N+](=O)[O-])cc1C#N (centres undefined)
→ 0, 3, -2, 106, 1, -10, 103, 0, 22
> CSc1ccc(/C=N/NC(=O)CN2CCN(Cc3ccccc3Cl)CC2)cc1
→ 3, -3, 2, 102, 0, 1.2, 106, 7, 11
> Cc1ccc(C(=O)Nc2ccc3c(c2)OCO3)o1
→ -1, -2, -1, 95, 0, -2.6, 95, 3, 11
> O=C(/C=C/c1ccccc1Cl)Nc1ccccc1
→ 0, -3, -4, ·, 0, 0.6, ·, 4, 3
> COc1ccc(NC(=O)CCCn2c(=O)c3sccc3n(Cc3ccccc3)c2=O)cc1
→ -2, -7, -4, 104, 0, 1.7, 92, -2, 0
> Cc1nnc(SCC(=O)NC2CCCCCC2)n1C(C)C
→ 5, 2, -3, 105, 1, 2.0, 103, -2, 6
> CCCCOC(=O)Nc1ccc(S(=O)(=O)Nc2ncccn2)cc1
→ -8, -7, -17, 99, 2, 1.8, 90, -13, 23
> COCCCNC(=O)c1c(N)n(-c2ccccc2)c2nc3ccccc3nc12
→ 3, -4, 13, ·, 1, -2.4, ·, 1, -8
> CCCc1nc2ccccc2c(=O)n1N
→ 2, 0, 3, 101, 3, 0.2, 101, 2, 8
> CCOC(=O)C1=C(C)N=c2s/c(=C\c3ccc(OCC(=O)O)cc3)c(=O)n2C1c1ccc(OC(C)C)cc1 (centres undefined)
→ -9, -7, 13, 101, 0, -8.1, 104, 11, 12
> CC(NC(=O)CN(C)Cc1cccc(Cl)c1)c1ccccc1 (centres undefined)
→ -6, 2, -1, 93, 3, -0.6, 99, 3, 13
> O=C(c1ccco1)N1CCN(c2cc(=O)n(-c3ccc(Cl)cc3)c(=O)[nH]2)CC1
→ 5, 4, 4, 100, 0, 5.2, 105, 5, 16
> CC(C)(OC(=O)c1ccc(C#N)cc1)c1cc2ccccc2c(=O)o1
→ 4, ·, -6, 107, 2, ·, 102, 0, 6
> CCN(CC)CCn1c2ccccc2c2cnc(N=CN(C)C)c(C#N)c21
→ 3, 5, -6, 96, 7, 0.7, 96, 1, 9
> COc1ccccc1N(C)S(=O)(=O)c1ccc(Cl)c(C(=O)Nc2ccncc2)c1
→ 2, -1, 6, 104, 0, -2.5, 100, 1, 2
> CCn1c(=O)c(C(=O)CN(C)Cc2ccc(F)cc2)c(N)n(Cc2ccccc2)c1=O
→ 8, -3, 4, 95, 0, 2.2, 98, -1, 15

2 successive records out of the list so far, for reference:
Values in the order: GLD-1 TGE inh, Fam108B inh, MCL1-BIM inh, AGP1 TOR yeast, GRK2 inh, MEX-5 binding, CIT2-GFP yeast, BCLXL inh, VLA-4 inh
> COCCCNC(=O)c1c(N)n(-c2ccccc2)c2nc3ccccc3nc12
→ 3, -4, 13, ·, 1, -2.4, ·, 1, -8
> CCCc1nc2ccccc2c(=O)n1N
→ 2, 0, 3, 101, 3, 0.2, 101, 2, 8

Not a hit list; 2.2% or so of the library scored in one or more.
